CHT PAM: allosterically activates the human high affinity choline transporter; CHT-expressing cells, membrane potential dye, choline EC20; active compounds read high; LV-AA mutant CHT in HEK293 cells; B-score at 10 µM; 310,000 tested, 0.49% active; AID 488977;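 active = initial fluorescence not abnormally high and integrated response B-score, plate-corrected, over 3 SD above library mean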
Target sequence (Q9GZV3 whole entry, looked up): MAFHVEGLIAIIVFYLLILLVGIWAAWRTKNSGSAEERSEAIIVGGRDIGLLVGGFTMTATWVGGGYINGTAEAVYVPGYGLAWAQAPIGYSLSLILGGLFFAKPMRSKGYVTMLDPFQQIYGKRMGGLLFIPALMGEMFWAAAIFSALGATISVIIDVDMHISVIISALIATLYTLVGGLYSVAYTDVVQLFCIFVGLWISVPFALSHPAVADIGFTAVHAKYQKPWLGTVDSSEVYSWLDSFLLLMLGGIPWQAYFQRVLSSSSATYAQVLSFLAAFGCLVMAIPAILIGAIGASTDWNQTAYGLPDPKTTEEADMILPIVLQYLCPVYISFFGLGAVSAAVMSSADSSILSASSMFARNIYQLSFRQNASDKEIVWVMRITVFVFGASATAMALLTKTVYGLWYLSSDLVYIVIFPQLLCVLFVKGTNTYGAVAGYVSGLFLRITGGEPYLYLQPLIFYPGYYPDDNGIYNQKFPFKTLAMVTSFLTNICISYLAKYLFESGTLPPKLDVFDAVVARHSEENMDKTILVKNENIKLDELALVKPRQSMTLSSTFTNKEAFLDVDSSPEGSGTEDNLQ
CHT block: inhibitors of human choline transporter CHT. CHT-expressing cells, membrane potential dye, choline response; active compounds read low. B-score at 10 µM. 310,000 tested, 0.86% active. AID 488975;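 active = B-score over 3 SD under the library average, and starting fluorescence ratio not unusually high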;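 note: choline stimulus applied at its EC90 after an EC20 pre-addition; B-score computed on integrated fluorescence ratio after choline addition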
Numbers without * were called inactive; i = inactive.

Values run as follows: CHT PAM	CHT block
> CCCN1CCN(CCCNC(=O)c2ccc3nc(N4CCC(C)CC4)sc3c2)CC1
→ i	i
> Cn1c(=O)[nH]c(=O)c2c1nc(Sc1nc3ccccc3s1)n2Cc1ccccc1
→ i	i
> O=C(CSc1nccc(=O)[nH]1)N1CCN(c2ccccc2)CC1
→ i	i
> Brc1cccc(CN2CCN(c3ncccn3)CC2)c1
→ i	i
> CCCc1cc(=O)oc2cc(OC(C)C(=O)NCCCn3ccnc3)ccc12 (centres undefined)
→ i	i
> Nc1cc(N)nc(SCCOc2ccccc2F)n1
→ i	i
> O=S(=O)(c1ccc(Oc2ccc3oc4ccccc4c3c2)nc1)N1CCCC1
→ i	i
> S=C(NCC1CCCO1)NC1CCCCC1 (centres undefined)
→ i	i
> CNCCCNC(=O)c1ccc(/C=N/O)nc1
→ i	i
> Cc1cc(/C=C(\C#N)C(=O)Nc2ccccc2)c(C)n1-c1ccc2c(c1)OCO2
→ i	i
> O=C(/C=N/O)NCC1CCNCC1
→ i	i
> CCOC(=O)N1CCC(NC(=O)c2csc3c2CCCC3)CC1
→ i	i
> O=C(O)c1c2c(nc3ccc(S(=O)(=O)N4CCC(C(=O)NC5CCCC5)CC4)cc13)CCCCC2
→ i	i
> COc1ccccc1N1CCN(C(=O)CCNS(=O)(=O)c2cc(Br)cnc2N)CC1
→ i	i
> CCN1C(=O)[C@H]2[C@@H](c3ccc(C)cc3)N3C(=O)N(c4cccc(Cl)c4)C(=O)[C@@]3(Cc3ccccc3)[C@H]2C1=O
→ i	i
> CCCCN(CCCNC(=O)C1CCCN(S(=O)(=O)CCC)C1)Cc1ccccc1 (centres undefined)
→ i	i
> CCN(CC)c1ccc(/C=N/NC(=S)NCc2ccccc2)c(O)c1
→ i	i
> Cn1cc(/C=N/NC(=O)COc2ccccc2[N+](=O)[O-])c2ccccc21
→ i	i
> COc1ccc(S(=O)(=O)N(C)c2ccc(C(=O)N3CCC(C(N)=O)CC3)cc2)cc1OC
→ i	i
> CCOc1ccccc1NC(=O)CSc1nnc(-c2cccnc2)o1
→ i	i
> O=[N+]([O-])c1ccccc1OCC(O)CNC1CCCC1 (centres undefined)
→ i	i
> CSc1nnc(NC(=O)c2nc(S(=O)(=O)Cc3ccccc3)ncc2Cl)s1
→ i	-9.2*
> Cc1cc(C(=O)COC(=O)c2ccco2)c(C)n1Cc1ccco1
→ i	i
> O=C(c1sc(N2CCOCC2)nc1-c1ccccc1)N1CCCCC1
→ i	i
> O=C(O)c1ccc(NC(=O)c2cn(-c3ccccc3)nc2-c2ccc(F)cc2)cc1
→ i	i
> COC(=O)c1ccncc1C(=O)Nc1ccc(F)cc1
→ i	i
> COc1ccc(CNC(=O)c2cccc3c2C(=O)N(CC2CCCO2)C3)cc1 (centres undefined)
→ i	i
> CCNC(=O)COC(=O)c1ccc(-n2nc(C)cc2C)cc1
→ i	i
> COCCNC(=O)Cn1nc(-c2ccccc2C)ccc1=O
→ i	i
> COc1ccc(C2=NCC(CSc3nnnn3C)S2)cc1 (centres undefined)
→ i	i
> O=C(O)c1ccc2nc(-c3ccccc3)sc2c1
→ i	i
> CCOC(=O)N1CCN(S(=O)(=O)c2cc(C)c(C)cc2C)CC1
→ i	i
> Cc1ccccc1NC(=O)c1ccccc1O
→ i	i
> N/C(CN1CCCCC1)=N\S(=O)(=O)c1cc(Cl)cc(Cl)c1
→ i	i
> CCOCCCNC(=O)C1(O)c2cc(Br)ccc2NC(=O)N1c1ccc(OCC)cc1 (centres undefined)
→ i	i
> C=CCNc1nc(Nc2ccc(Cl)cc2)nc(OC)n1
→ i	i
> COc1cc(/C=C/C(=O)O)ccc1S(=O)(=O)N1CCCc2ccccc21
→ i	i
> CCOc1cccc(/C=N/NS(=O)(=O)c2ccc(C)c([N+](=O)[O-])c2)c1O
→ i	i
> Cc1csc2c(=O)sc(NC(=O)c3cccs3)nc12
→ i	i
> CCCc1nc(SCc2ccc(OCC)cc2)n[nH]1
→ i	i
> Cc1ccc(/C(N)=N/OC(=O)CSc2ccccc2)cc1
→ i	i
> Cc1ccc(S(=O)(=O)n2nc(C)c(Br)c2C)c(C)c1C
→ i	i
> CCC(=O)N/C(N)=N/c1nc(C)c2cc(OC)ccc2n1
→ i	i
> CCCC(=O)NC1CCCc2c1cnn2-c1ccc(C)c(C)c1 (centres undefined)
→ i	i
> CNC(=S)N1CCN(c2ccc(Cl)c(Cl)c2)CC1
→ i	i
> CC(=O)Nc1ccc(C(=O)CSc2nnc(C)o2)cc1
→ i	i
> COC(=O)c1cc(NC(=O)c2ccc(Cn3cc(Cl)cn3)o2)cc(C(=O)OC)c1
→ i	i
> O=C(CN(Cc1ccco1)C(=O)c1cc(=O)[nH]c2ccccc12)Nc1ccccc1Br
→ i	i
> COC(=O)C1CCCN1S(=O)(=O)c1ccc2ccccc2c1 (centres undefined)
→ i	i
> Cc1occc1C(=O)n1nnc2ccccc21
→ i	i
> CCN1N=C(c2ccccc2)CCC1=O
→ i	i
> CCOC(=O)C1=C(C)N(c2ccc(OC)cc2)C(=O)/C1=C\c1ccc(O)c(OCC)c1
→ i	i
> CN(CC(=O)N1CCOCC1)S(=O)(=O)c1cc(Cl)ccc1Cl
→ i	i
> OCCC1CN(Cc2ccc3cccc(F)c3n2)CCN1Cc1ccccc1 (centres undefined)
→ i	i
> COc1ccccc1C(=O)NCCC(=O)Nc1ncccc1C
→ i	i
> COCCCNC(=O)C(=O)C1C(=O)Nc2ccccc21 (centres undefined)
→ i	i
> CN(C)c1ccc(/C=C/c2cccc[n+]2[O-])cc1
→ i	i
> CCOc1ccc(CN(C)C(=O)[C@H](Cc2ccccc2)NC(=O)OCc2ccccc2)cc1OC
→ i	i
> CCc1nc(SCC(=O)Nc2ccccc2Cl)n[nH]1
→ i	i
> COCc1cc(Sc2cccc(Cl)c2Cl)nc(-c2ccccc2)n1
→ i	i

(further entries)
Values run as follows: CHT PAM	CHT block
> COc1ccc(C(C)NC(=O)Nc2ccc(C(C)=O)cc2)cc1OC (centres undefined)
→ i	i
> Cc1ccc(C(=O)N/C(=C/c2ccco2)C(=O)Nc2cccc(C(=O)O)c2)cc1
→ i	i
> O=C(c1ccc(NC(=O)C2(c3ccccc3)CCOCC2)cc1)N1CCOCC1
→ i	i
> CN(CC(=O)Nc1ccc(N2CCOCC2)cc1)C(=O)CCc1ccccc1Cl
→ i	i
> O=C(c1nc2n(n1)C(c1ccc(Cl)cc1)C=C(c1ccccc1)N2)N1CCOCC1 (centres undefined)
→ i	i
> CC(C)CNC(=O)C1CCN(Cc2ccc(OCc3ccccc3)cc2)CC1
→ i	i
> O=C1Nc2ccc(S(=O)(=O)NCCCO)c3cccc1c23
→ i	i
> Cc1c(Cl)c(C(=O)NNC(=S)Nc2ccccc2)nn1C
→ i	i
> CN1C(=O)C(O)(C2OC(C)(C)CCC2=O)c2ccccc21 (centres undefined)
→ i	i
> O=C(NCc1ccc(-c2csnn2)cc1)c1cc(Cl)cc(Cl)c1
→ i	i
> CN(C)C(=O)c1ccc(Cl)cc1[N+](=O)[O-]
→ i	i
> FC(F)(F)c1cccc(Nc2cc(-c3ccccc3)nc3ncnn23)c1
→ i	i
> COc1ccc(CN2CCN(S(=O)(=O)c3ccc(NC(C)=O)cc3)CC2)cc1OC
→ i	i
> CC(=O)c1ccc(OCCCC(=O)NC(C)c2ccc(S(N)(=O)=O)cc2)cc1 (centres undefined)
→ i	i
> CCN1C(=O)CC(C(=O)O)SC1=Nc1ccc(OC)cc1 (centres undefined)
→ i	i
> NC(=O)C1CCN(Cc2ccc(OCc3ccccc3)cc2)CC1
→ i	i
> COc1ccc(CCC(=O)OCC(=O)c2c(N)n(CC(C)C)c(=O)n(C)c2=O)cc1
→ i	i
> CS(=O)(=O)c1ccc(Cl)c(NC(=O)COc2ccc3c(c2)CCC3)c1
→ i	i
> COc1ccccc1-c1nc(C#N)c(N2CCN(C(=O)c3ccco3)CC2)o1
→ i	i
> CCOc1ncccc1C(=O)OCC(=O)NC(=O)NC(C)C
→ i	i
> O=C(c1ccco1)N1CCc2[nH]nc(-c3ccccc3)c2C1
→ i	i
> COC(=O)c1ccc(CN2CCCCC2)cc1
→ i	i
> O=C(O)c1ccc2c(c1)C(=O)N(c1ccc(Nc3ccccc3)cc1)C2=O
→ i	i
> Cc1cc(Cl)ccc1OCC(=O)NNC(=O)c1cccnc1
→ i	i
> O=C(O)c1ccc(/C=N/n2cc(-c3ccccc3)[nH]c2=S)cc1
→ i	i
> O=C(CC1(O)C(=O)Nc2ccccc21)c1cccnc1 (centres undefined)
→ i	i
> CCCn1c(=S)[nH]c2cc(C(=O)N(CCO)Cc3ccccc3)ccc2c1=O
→ i	i
> CCOC(=O)C(C)n1nc(/C=C/c2ccc(OC)cc2)ccc1=O (centres undefined)
→ i	i
> CCCC(CCC(=O)Nc1ccc(C(=O)OC)cc1)C(=O)O (centres undefined)
→ i	i
> CCCCC(c1nnnn1CC1CCCO1)N1CCN(c2cccc(C)c2C)CC1 (centres undefined)
→ i	i
> O=S(=O)(c1ccc(Cl)cc1)N1CCNCC1
→ i	i
> COc1ccccc1N(CN1C(=O)c2ccccc2C1=O)C(=O)c1cccc(C)c1
→ i	i
> O=C(Nc1ccc2c(c1)OCO2)c1ccncc1
→ i	i
> CCOC(=O)c1ccccc1NC(=O)CSc1ccc(-c2ccccn2)nn1
→ i	i
> CCOC(=O)Cn1cc(/C=N/N2C(=O)C3C4C=CC(C4)C3C2=O)c2ccccc21 (centres undefined)
→ i	i
> CCCc1nnc(-c2cc(OC)c(OC)c(OC)c2)o1
→ i	i
> Oc1cccc(/C=N/Nc2ccc(Cl)nn2)c1O
→ i	i
> Cc1c(C(=O)Nc2ccc(-n3cnnn3)cc2)oc2ccccc12
→ i	i
> COc1ccc2nc(SCC(=O)Nc3ccccc3C#N)[nH]c2c1
→ i	i
> NN1C(=O)/C(=C\c2ccco2)SC1=S
→ i	i
> O=C(NCCc1ccccc1)C1CCN(C(=O)c2ccc([N+](=O)[O-])cc2)CC1
→ i	i
> CC(/C=N/NC(=O)c1ccc(CN2c3cccc4cccc(c34)S2(=O)=O)cc1)c1ccccc1 (centres undefined)
→ i	i
> COC(=O)c1cn(Nc2ncc(C(F)(F)F)cc2Cl)c(=O)c2ccccc12
→ i	i
> O=C(c1ccc(NC2=NC3CS(=O)(=O)CC3S2)cc1)N1CCN(c2ccccc2F)CC1 (centres undefined)
→ i	i
> CCC/C=N/Nc1nnc(Cc2ccccc2)c(=O)[nH]1
→ i	i
> Clc1ccc(SCCOCCN2CCCCCC2)cc1
→ i	i
> Cc1c(NC(=O)Nc2ccc(C#N)cc2)c(=O)n(-c2ccccc2)n1C
→ i	i
> CCC1=Nc2ccccc2NC2=C1C(=O)CCC2
→ i	i
> Cc1ccc(C2C(C(N)=S)=C(N)OC3=C2C(=O)CC(C)(C)C3)cc1 (centres undefined)
→ i	i
> CCN(CC)S(=O)(=O)c1cc(NC(=O)COc2ccc(C#N)cc2OC)ccc1C
→ i	i
> Cc1ccc(S(=O)(=O)N/N=C2/CC(c3ccccc3)Oc3ccccc32)cc1[N+](=O)[O-] (centres undefined)
→ i	i
> O=C(O)c1cccc(NC(=O)c2cn(-c3ccccc3)nc2-c2ccc(F)cc2)c1
→ i	i
> O=C(NCc1ccco1)/C(=C\C=C\c1ccccc1)NC(=O)c1ccco1
→ i	i
> COc1cc(C(=O)NC2CC3CCCC(C2)N3Cc2ccccc2)cc(OC)c1OC (centres undefined)
→ i	i
> Cc1ccsc1C(=O)N/N=C/c1ccc2c(c1)OCO2
→ i	i
> O=C(N1CCN(c2ccc(F)cc2)CC1)C12CC3CC(CC(C3)C1)C2
→ i	i
> COc1ccccc1NC(=O)C(C)OC(=O)c1nc2nc(C)cc(C)n2n1 (centres undefined)
→ i	i
> O=C(CCc1nc2ccccc2c(=O)[nH]1)OCC(=O)N1CCc2ccccc21
→ i	i
> Cc1cc(C)c(S(=O)(=O)c2ccccc2)c(OC(=O)c2c(Cl)cc(Cl)cc2Cl)n1
→ i	i
> Cc1ccc(S(=O)(=O)N2CCN(CC(=O)N/N=C\c3ccncc3)CC2)cc1
→ i	i

(next part)
Values run as follows: CHT PAM	CHT block
> COCCNC(=O)C(=O)c1c(-c2ccccc2)[nH]c2ccccc12
→ i	i
> O=C(/C=C/c1ccccc1)Nc1ccc(NC(=O)c2cccs2)cc1
→ i	i
> COCC(C)OC(=O)c1c(N)n(-c2ccc(OC)c(OC)c2)c2nc3ccccc3nc12 (centres undefined)
→ i	i
> O=C(CN1CCOCCOCCN(CC(=O)Nc2ccccc2)CCOCC1)Nc1ccccc1
→ i	i
> COc1oc(-c2ccccc2)nc1C(F)(F)F
→ i	i
> Nc1ccc2nc(-c3ccc(Cl)cc3)[nH]c2c1
→ i	i
> Cc1ccc(NC(=O)CN(C)C(=O)C2COc3ccccc3O2)cc1 (centres undefined)
→ i	i
> CCOC(=O)C(CCC#N)(CCC#N)C(=O)OCC
→ i	i
> CSc1nc(Oc2cccc(C(F)(F)F)c2)cc(C(F)(F)F)n1
→ i	i
> Clc1ccc(-n2nnnc2SCc2c(-c3ccccc3)nc3sccn23)cc1
→ i	i
> COc1ccc(NC(=O)CC(CC(=O)O)c2cc(OC)c(OC)c(OC)c2)cc1 (centres undefined)
→ i	i

Entries of single compounds, looked up by structure. Values in the order: CHT PAM, CHT block
COc1ccc(C2=NCC(CSc3nnnn3C)S2)cc1 (centres undefined) as listed: i, i
COc1ccc(NC(=O)CC(CC(=O)O)c2cc(OC)c(OC)c(OC)c2)cc1 (centres undefined) as listed: i, i
Cc1ccsc1C(=O)N/N=C/c1ccc2c(c1)OCO2 as listed: i, i
N/C(CN1CCCCC1)=N\S(=O)(=O)c1cc(Cl)cc(Cl)c1 as listed: i, i
O=C(O)c1cccc(NC(=O)c2cn(-c3ccccc3)nc2-c2ccc(F)cc2)c1 as listed: i, i

Bioassay records deposited in PubChem by Johns Hopkins Ion Channel Center.

Rows are unselected; any-hit rate near 1.4%.
